NLRP3 yeast inh: blocks the NALP3 inflammasome reconstituted in yeast; inhibition, % at 10 µM; Yeast reconstituted NLRP3/ASC/caspase-1, beta-gal luminescence, 24 h; actives 0.39% (n = 330,000);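 active = inhibition of 50% or more; inactive = inhibition below 50%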;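 also: plate controls were induced DMSO wells for no effect and uninduced yeast grown without galactose for full effect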
NR3A LBD binder: modulates the human NR3A ligand-binding domain. NR3A LBD differential scanning fluorimetry, Tm shift; 0% = protein alone, 100% = glycine-bound protein. actives 2.5% (n = 340,000). Tm shift relative to glycine control, % at 25 µM. AID 1259313;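 active = melting temperature shift of at least 10% of the positive control shift, at one fixed dose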
MPTP inh: inhibitors of mitochondrial permeability transition pore | isolated mouse mitochondria, Ca2+ swelling absorbance, 30 min | inhibition, % at 10 µM | actives 1.4% (n = 360,000) | AID 602449;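 active = inhibition of 50% or more, scaled per plate between neutral and stimulator controls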;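 also: 0% = DMSO wells given calcium and 100% = 1 mM EGTA wells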
tim23-1 inh: inhibits growth of tim23-1 mutant yeast; actives 1.3% (n = 330,000); inhibition, % at 20 µM; S. cerevisiae tim23-1 growth, BacTiter-Glo luminescence, 24 h;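 active = growth inhibition of the mutant yeast at or above 50%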;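 also: temperature-sensitive mutant grown at 25 °C; plate controls were DMSO-treated mutant yeast for no effect and medium wells lacking yeast for full effect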
beta cell repl: MIN6 beta-cell proliferation induction. MIN6 cells proliferation, ATPlite luminescence, 48 h; cells starved in 0.2% serum; 100% = growth in 10% serum. proliferation, % at 10 µM. actives 0.29% (n = 330,000). AID 2380;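 active = compounds whose signal lies at least 3.5 SD above the mean of all wells on their plate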;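 also: 0% = DMSO-treated cells in low-serum medium and 100% = 10% serum control; some compounds called inactive have numbers as strong as hits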
APJ ag: activates the human apelin receptor APJ; CHO-K1 APJ PathHunter beta-arrestin, luminescence; 0% DMSO wells, 100% apelin; activation, % at 20 µM; actives 0.11% (n = 330,000); AID 2520;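 active = activation more than six SD over the plate average, tested at 20 µM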;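 also: 0% = DMSO alone and 100% = apelin-13 at 10 nM; some results filed as inactive read as strong as hits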
Target sequence (P35414 whole entry, looked up): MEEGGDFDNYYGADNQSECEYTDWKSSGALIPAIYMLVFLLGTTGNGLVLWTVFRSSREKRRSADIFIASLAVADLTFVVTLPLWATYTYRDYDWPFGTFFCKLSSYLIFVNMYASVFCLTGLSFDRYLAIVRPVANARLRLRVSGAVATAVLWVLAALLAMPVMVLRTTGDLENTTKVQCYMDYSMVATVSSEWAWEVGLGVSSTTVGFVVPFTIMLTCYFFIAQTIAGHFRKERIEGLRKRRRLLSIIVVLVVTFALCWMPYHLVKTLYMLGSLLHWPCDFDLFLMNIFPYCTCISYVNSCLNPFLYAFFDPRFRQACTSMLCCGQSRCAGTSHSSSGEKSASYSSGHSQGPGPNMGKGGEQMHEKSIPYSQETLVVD
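Material: engineered CHO-K1 APJ arrestin reporter cells; amount: 1000 CHO-K1 reporter cells seeded per well; incubation: compound stimulation 90 min at 25 °C, detection 60 min; signal: luminescent beta-gal fragment complementation, chemiluminescent substrate; read-out basis: APJ agonist activity; controls: DMSO-only wells as negative, 10 nM Apelin-13 as positive control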
APJ antag: antagonists of human APJ apelin receptor. inhibition, % at 20 µM. actives 0.32% (n = 330,000). P35414. CHO-K1 APJ beta-arrestin complementation, luminescence;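 active = inhibition above about 40% at 20 µM, limit read from the data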;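 also: cells challenged with 10 nM apelin-13 agonist together with compound; plate controls were apelin-13 plus DMSO wells for no effect and DMSO wells lacking apelin-13 for full effect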
TIM10 inh: inhibits growth of TIM10 yeast strain. actives 1.4% (n = 330,000). AID 463195. inhibition, % at 10 µM. S. cerevisiae TIM10 strain growth, BacTiter-Glo luminescence, 24 h;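 active = inhibition of 40% or more at the single tested concentration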;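 also: wild-type TIM10 isogenic control strain grown at permissive 25 °C; 0% = DMSO yeast wells and 100% = minimal medium wells without yeast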
tim10-1 inh: inhibits growth of tim10-1 mutant yeast. S. cerevisiae tim10-1 ts strain growth, BacTiter-Glo, 24 h. inhibition, % at 20 µM. actives 2.2% (n = 330,000). AID 463190;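 active = inhibition of at least 40%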;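 also: mutant grown at 25 °C; 0% = DMSO wells with yeast and 100% = wells holding no yeast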
Starred values were filed as active, the others as inactive. Rows were taken by chance, and some 7.2% of all compounds hit somewhere here.

Compound,NLRP3 yeast inh,NR3A LBD binder,MPTP inh,tim23-1 inh,beta cell repl,APJ ag,APJ antag,TIM10 inh,tim10-1 inh
Cc1sc2c(c1C)c(=O)n(-c1ccccc1)c1nncn21,3,-3,0.4,5,1,-4,-2,9,20
O=C(c1ccco1)N1CCN(C(=O)C2(S(=O)(=O)c3ccc(Cl)cc3)CC2)CC1,4,-2,-0.8,19,-2,2,41*,17,7
COc1ccc(OC)c(NC(=O)c2cc3ccccc3o2)c1,4,5,1.7,8,-1,1,6,17,12
OCCC1CN(Cc2ccc3nsnc3c2)CCN1CCc1ccccc1 (stereo not drawn),12,0,0.3,14,-1,-2,17,4,1
Nc1no[n+]([O-])c1-c1ccccc1,22,-2,-2.0,-2,0,-1,0,-7,-19
CC1SC(=S)N(c2ccc(N(C)C)cc2)C1=O (stereo not drawn),24,1,2.0,-12,-2,-2,11,-3,4
CC(=O)Nc1ccc(C=C(C(C)=O)C(C)=O)cc1,28,0,-1.8,14,2,4,16,8,-5
CCN(CC)CCNC(=O)c1ccc2c(c1)ncn2C1CCCCC1,10,0,-2.7,6,-1,-2,13,3,3
COc1ccc(N2CCN(C(=O)COc3ccc4c(C)c(C)c(=O)oc4c3C)CC2)cc1,4,0,1.3,6,-4,10,4,2,15
O=C(CSc1ncnc2c1cnn2Cc1ccccc1)Nc1ccc2c(c1)OCCO2,3,0,-2.7,10,0,0,8,5,-37
Cn1c(CN2CCOCC2)nnc1SCC(=O)Nc1ccc([N+](=O)[O-])cc1O,13,2,-0.4,-8,-2,-11,6,-3,1
O=C(Cc1ccc2c(c1)OCCO2)N1CCN(S(=O)(=O)c2ccccc2C(F)(F)F)CC1,-2,1,0.5,27,0,-2,3,5,15
Cc1ccc2nsnc2c1S(=O)(=O)N1CCCC1C(=O)O (stereo not drawn),15,-2,-1.0,7,-1,-3,-28,-1,27
O=C(N/N=C/c1coc2ccccc2c1=O)c1ccccc1,1,2,0.6,22,-1,1,-12,19,1
O=C(Cn1c(=O)oc2cc(S(=O)(=O)N3CCCC3)ccc21)N1CCN(c2ccccc2F)CC1,22,-1,-2.5,17,0,-4,19,11,1
O=C(O)c1cc([N+](=O)[O-])ccc1NCCO,7,7,0.6,8,-1,-1,8,-10,17
C=CCn1c(N)c(C(=O)N2CCN(C)CC2)sc1=S,5,0,2.0,6,2,0,-4,3,-1
CCN(CC(=O)Nc1cc(OC)ccc1OC)Cc1nc2ccccc2c(=O)[nH]1,-6,0,0.2,14,1,-3,3,3,15
O=C(c1ccc(=O)[nH]n1)N1CCc2ccccc2C1,10,0,0.0,-3,5,-1,-4,-3,5
O=C(CNC(=O)Cc1ccccc1)NCc1cccc(C(F)(F)F)c1,-6,0,-1.6,-4,0,-3,18,2,-9
CCNc1nc(NCC)n2c(SCC(=O)Nc3ccccc3[N+](=O)[O-])nnc2n1,8,0,-6.9,7,-2,-2,1,-3,9
C/C(=N\NC(=O)c1nnn(-c2nonc2N)c1-c1ccc2c(c1)OCO2)c1ccc(F)cc1,17,3,-0.2,0,-2,-2,26,-20,-1
N/N=c1\sc2ccccc2n1-c1ccccc1,-1,4,1.2,28,-1,-2,8,22,25
CCOC(=O)[C@H]1[C@H]2COc3cc(OC)ccc3[C@@H]2N2C(=O)c3ccc(F)cc3NC(=O)[C@@]12C,-4,-1,0.5,30,-4,-4,16,23,25
O=C(COC(=O)/C=C/c1ccccc1)NCc1ccc(Cl)cc1,-7,-1,-0.5,14,-3,-3,2,21,7
O=C(Nc1nnc(-c2ccccc2Cl)o1)c1cccnc1,6,-1,-1.2,-14,-2,-3,-7,-25,23
Cc1cc(C(=O)OCC(N)=O)c(C)n1-c1ccccc1,19,-1,-2.2,2,-3,-1,-25,1,9
OC(COc1ccc(F)cc1)CN1CCN(CC(O)COc2ccc(F)cc2)CC1 (stereo not drawn),13,2,0.0,-6,-1,-3,-1,-4,-2
O=C(NC(=S)Nc1cccc(C(F)(F)F)c1)c1csnn1,16,-4,1.2,43,0,-4,2,14,52*
Cc1c(C(=O)N2CCN(C(=O)c3ccco3)CC2)sc2nc(-c3ccc(F)cc3)cn12,9,-1,-0.2,13,1,-1,13,5,16
COc1cc(/C=N/OCC(=O)NC2CCCCC2)ccc1OCc1ccccc1,-1,1,-0.5,6,-2,-2,0,23,11
CCN(CC)c1ccc(CNc2nc3ccccc3n2C)cc1,23,1,2.4,7,-2,-1,-9,-3,8
CCOC(=O)c1ccc(NC(=S)NNC(=O)C2(C)CC2(Cl)Cl)cc1 (stereo not drawn),31,-1,5.7,-6,2,-4,35,12,-6
CSc1ccc(NC(N)=S)cc1,5,-7,0.4,9,1,-4,11,8,15
COC(=O)c1ccc(N2NC(=O)/C(=C/c3cc(OC)c(O)c(OC)c3)C2=O)cc1,-2,-1,3.6,-1,1,-8,45*,-4,-15
O=C1NC(=S)S/C1=C\c1cc2ccccc2nc1N1CCCCC1,34,-1,73*,38,-3,-3,13,36,6
CC1=C(C(=O)OCc2ccccc2)C(c2cccs2)N2C(=O)CCSC2=N1 (stereo not drawn),-38,1,-2.1,28,-3,-3,8,10,13
COC(=O)c1ccc(Nc2nc(N3CCOCC3)nc(N3CCOCC3)n2)cc1,30,0,-0.3,16,2,-5,9,1,22
COc1cc2ccccc2cc1C(=O)N(CCN(C)C)c1nc2c(F)cccc2s1,24,3,-0.4,22,-5,-6,6,23,24
Cc1cc(C(=O)N/N=C/c2c(C)nn(-c3ccccc3)c2C)c(C)o1,19,0,1.0,35,-1,3,-17,14,15
O=C(/C(=C/c1cccnc1)n1ccnc1)c1ccc(Cl)cc1Cl,11,-1,4.5,43,-3,-1,-5,16,39
CC(C)Cc1nc2ccccc2n1CCc1ccccc1,26,-6,0.0,16,2,-3,-2,-3,27
CCOP(=O)(O)c1cccc(OCCOCCOc2cccc(P(=O)(O)OCC)c2)c1,15,0,-1.0,3,3,-3,-8,14,9
CCCCn1c(SCC(=O)NCc2ccc3c(c2)OCO3)nnc1C(CC)N(C)C (stereo not drawn),7,5,-1.1,-3,-1,4,8,-9,-8
O=C(COC(=O)c1ccc(Br)cc1)NCC1CCCO1 (stereo not drawn),-1,2,-0.6,24,-2,2,17,2,13
COc1ccc(NC(=O)c2cc3c(CO)cnc(C)c3oc2=Nc2cc(OC)cc(OC)c2)cc1,15,1,3.7,-9,-3,-1,-2,-9,1
CCCCC(O)(CCCC)C(=O)NN(C(=O)OCC)c1ccccc1,11,-1,-0.9,12,0,0,-6,3,19
CCNc1ccc(C(=O)OCC)cc1NC(=O)c1cccc(N(C)C)c1,17,0,1.1,19,-3,-7,8,-16,29
NC(=O)c1nsc(C(=O)N(c2ccc3c(c2)OCO3)C(C(=O)NCC2CCCO2)c2ccc(F)cc2)c1N (stereo not drawn),14,-3,1.3,23,-4,0,6,-7,12
Cc1ccc(F)cc1NC(=O)C1CCCN(c2ncccn2)C1 (stereo not drawn),13,0,2.3,-3,-3,-2,1,-17,16
CCN(CC(=O)Nc1c(F)cccc1F)C(=O)C1CC(=O)N(c2ccc3c(c2)OCCO3)C1 (stereo not drawn),23,0,-2.3,8,1,-4,20,-5,8
CC(=O)Nc1ccc(S(=O)(=O)Nc2ccc(=O)n(Cc3ccc(Cl)c(Cl)c3)c2)cc1,7,-1,-0.5,-8,0,-4,11,-6,8
CCCCC(=O)N(c1ccc(OCC)cc1)C1C=CS(=O)(=O)C1 (stereo not drawn),31,0,-0.6,20,0,-4,10,1,3
C=CCN1c2ccccc2[C@]23C[C@@H](C(=O)OC)N(C(=O)c4cccs4)C2=NC(C(=O)OC)=C(C(=O)OC)[C@H]13,9,1,1.9,37,-8,0,6,17,31
CC(C)(C)C1c2[nH]c3ccccc3c2CCN1Cc1cccc(OCCO)c1 (stereo not drawn),12,-3,-1.4,9,-2,-2,-2,15,17
COc1cccc(-c2noc(C3CCCN(C(=O)c4ccc(F)cc4F)C3)n2)c1 (stereo not drawn),22,3,-0.5,21,-2,-2,8,5,15
CN1C(=O)NC(NC(=O)c2ccco2)(C(F)(F)F)C1=O (stereo not drawn),-1,-1,-1.3,-9,-2,-1,3,6,15
COCCn1c(SCc2nnc(-c3ccc(OC)c(OC)c3)o2)nnc1-c1ccncc1,-16,-2,0.2,5,-1,-1,3,5,12
CC(=O)Oc1ccc2c(c1)C(=O)c1ccccc1CO2,37,1,0.1,19,-4,6,7,12,12
CCCCCCCCN1[C@@H](CC(=O)O)c2cc(F)ccc2S1(=O)=O,8,3,2.6,8,-4,-6,14,-4,0

In a second layout: entries from further up
Order of values: NLRP3 yeast inh, NR3A LBD binder, MPTP inh, tim23-1 inh, beta cell repl, APJ ag, APJ antag, TIM10 inh, tim10-1 inh
> O=C(Cn1c(=O)oc2cc(S(=O)(=O)N3CCCC3)ccc21)N1CCN(c2ccccc2F)CC1
    22, -1, -2.5, 17, 0, -4, 19, 11, 1
> O=C(NC(=S)Nc1cccc(C(F)(F)F)c1)c1csnn1
    16, -4, 1.2, 43, 0, -4, 2, 14, 52*
> CC(=O)Nc1ccc(S(=O)(=O)Nc2ccc(=O)n(Cc3ccc(Cl)c(Cl)c3)c2)cc1
    7, -1, -0.5, -8, 0, -4, 11, -6, 8

(next part)
Compound,NLRP3 yeast inh,NR3A LBD binder,MPTP inh,tim23-1 inh,beta cell repl,APJ ag,APJ antag,TIM10 inh,tim10-1 inh
COC(=O)C1=CO[C@@H](O[C@@H]2OC(CO)[C@@H](O)[C@@H](O)[C@@H]2O)C2C1CC[C@]2(C)O (stereo partly drawn),10,-2,-1.5,-1,1,4,-79,0,5
CCSc1nnc(NC(=O)c2cccc(S(=O)(=O)N(C)c3ccc(C)cc3)c2)s1,11,5,72*,15,-4,-4,-7,19,14
CSc1nnc(Cc2ccc3c(c2)OCO3)o1,-14,2,-0.5,-1,-2,-3,-2,8,7
O=C(CCc1nc2ccccc2c(=O)[nH]1)NCCN1C(=O)S/C(=C\c2ccccc2Cl)C1=O,13,0,0.1,-1,-2,3,-18,-6,3
COc1cc(Br)c(-c2sc(Nc3ccccc3)n[n+]2-c2ccc(F)cc2)cc1OC,-7,-4,0.4,25,-7,-5,13,23,22
CCN(CC)c1ccc(NC(=O)c2ccccc2F)cc1,19,0,0.2,12,-3,2,-5,11,15
CCCCN(C(=O)CC1OC(=O)c2ccccc21)c1c(N)n(CCCC)c(=O)[nH]c1=O (stereo not drawn),17,-2,-1.9,-3,0,-6,-58,1,3
Cc1cccc(-c2noc(CN(C(=O)c3ccc4c(c3)OCO4)C(C)C)n2)c1,20,-2,-1.9,36,-2,1,6,11,21
O=c1c2ccccc2c(C=NC2CCS(=O)(=O)C2)c(O)n1-c1ccccc1 (stereo not drawn),-12,-2,-1.6,-9,-1,-3,2,-8,18
COC(=O)c1ccc(NC(=O)C2CC3CCC2C3)cc1 (stereo not drawn),43,-1,4.8,21,-2,-1,13,2,11
COc1ccc(NC(=O)c2ccc3c(c2)C(=O)N(Cc2ccncc2)C3=O)cc1S(N)(=O)=O,0,1,-0.9,4,3,-3,-6,-7,9
Cc1ccc(C(=O)OCCN(C)Cc2ccccc2)cc1,11,0,-1.6,9,1,-3,9,-20,8

Screening results deposited in PubChem BioAssay by Sanford-Burnham Center for Chemical Genomics.
